Screening results deposited in PubChem BioAssay by National Center for Advancing Translational Sciences (NCATS).
Pf growth 96h = P. falciparum growth inhibition at 96 hours | P. falciparum luciferase reporter growth, 96 h | Potency, µM (highest dose often 28.7 µM), for inactives: top-dose activity change, negative = inhibition, most hits filed as inhibitors | 6.9% of 320,000 active
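Delayed-death screen, second-generation endpoint: infected erythrocytes, 2% hematocrit, 0.05% parasitemia final; 96 hours at 37 C, 5% CO2; luciferase detection reagent; luminescence decrease equals reduced growth.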
HCV inhibitor = HCV inhibition; Huh7.5.1 HCVcc-Cre infection, luciferase reporter, 44 h; Potency, µM (series often up to 41.8 µM), inactives show at the highest dose activity change, negative = inhibition, most hits filed as inhibitors; 3.4% of 340,000 active
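Seed cells (1,000/well) for 4 h; treat with compound and infect with HCVcc-Cre, moi about 0.5. Incubate 44 h, then detect luciferase activity.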
LmPK inh = inhibitors of Leishmania mexicana pyruvate kinase. AID 1721. 0.37% of 290,000 active. Q27686. purified LmPK, Kinase-Glo ATP luminescence, 1 h. Potency, µM (titrated, usually from 57.5 µM), inactives show at the highest dose activity change, negative = inhibition, most hits filed as inhibitors
Target sequence (Q27686 whole entry, looked up): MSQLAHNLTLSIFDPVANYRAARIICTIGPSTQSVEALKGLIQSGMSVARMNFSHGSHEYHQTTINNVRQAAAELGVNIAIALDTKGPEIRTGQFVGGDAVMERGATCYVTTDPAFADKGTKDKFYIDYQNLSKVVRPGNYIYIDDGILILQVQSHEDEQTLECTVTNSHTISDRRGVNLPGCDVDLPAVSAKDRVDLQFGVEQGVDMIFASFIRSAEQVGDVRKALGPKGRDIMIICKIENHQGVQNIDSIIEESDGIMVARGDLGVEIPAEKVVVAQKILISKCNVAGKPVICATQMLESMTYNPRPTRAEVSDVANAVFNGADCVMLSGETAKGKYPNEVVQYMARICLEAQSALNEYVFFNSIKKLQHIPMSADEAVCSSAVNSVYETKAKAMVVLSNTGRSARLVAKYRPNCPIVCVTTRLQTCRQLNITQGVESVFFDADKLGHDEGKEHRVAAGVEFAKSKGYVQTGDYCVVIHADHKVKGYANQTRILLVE
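qHTS format; LmPK 0.1 nM; substrates PEP 0.5 mM and ADP 0.1 mM. One-hour room-temperature incubation, then coupled luciferase luminescence; 0.5 nM enzyme wells mark activation.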
Sm TGR block = blocks Schistosoma mansoni thioredoxin glutathione reductase; AID 485364; Potency, µM (series often up to 114 µM), without a hit: at the top dose activity change, negative = inhibition, usual class: inhibitors; Q962Y6; purified TGR, DTNB reduction, TNB absorbance 405 nm; 3% of 360,000 active; note: nearly all actives have a fitted effect of over 60% in size
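First, TGR (20 nM dispensed) and NADPH were mixed with compound. Second, a 15 min room-temperature incubation followed. Third, further NADPH and then DTNB were added to start the reaction. Finally, TNB absorbance was monitored kinetically.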
TbPYK inhibitor = T. brucei pyruvate kinase inhibition; Q57TT1; TbPYK enzyme, Kinase-Glo Plus ATP luminescence, 45 min; Potency, µM (series often up to 76.8 µM), without a hit: at the highest dose activity, negative = inhibition, most hits filed as inhibitors; 0.12% of 410,000 active; AID 624173; note: nearly all actives have a fitted effect of over 50% in size
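Readout: single end-point luminescence (Kinase-Glo Plus, 10 min). Reaction conditions were TbPYK/substrate plus 130 uM ADP, 45 min at RT, pH 7.2 TEA buffer. No-enzyme wells served as controls, and data were normalized before concentration-response fitting.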
Pf growth 48h = inhibits P. falciparum growth in the first generation, 48 h; P. falciparum luciferase growth in erythrocytes, 48 h; Potency, µM (highest dose often 28.7 µM), for the others: top-dose activity change, negative = inhibition, most hits filed as inhibitors; 5.9% of 310,000 active
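Luciferase-expressing parasites in RBCs, 2% Hct / 0.1% parasitemia final; RPMI 1640 + 0.5% Albumax; 37 C, 5% CO2, one generation; luminescence read-out, lower signal = inhibition.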
Starred values were filed as active, the others as inactive; ? = inconclusive; . = not tested or not shown; [ ] = remark or other dose. Calls come from the whole dose curve; as a rule, active = well fitted curve in the direction sought with a large enough effect; inconclusive = small, poorly fitted or top-dose-only effect, or another doubt; inactive = no such curve, though single readings can be large; an effect the other way counts as inactive or inconclusive. % is set by controls: 0 for no effect and ±100 for the full control effect; potency is the fitted concentration of half-maximal effect.

1: COC(=O)C1Cc2ccccc2CN1C(=O)CCl (stereo unspecified)
2: CN(C)c1ccc(/C=C(/NC(=O)c2ccccc2)C(=O)NCCCn2ccnc2)cc1
3: NS(=O)(=O)c1cccc(NC(=O)CSc2ccccn2)c1
4: COc1cc2c(cc1OC)/C(=C/C(=O)c1ccc(NC(C)=O)cc1)NCC2
5: CC1CCCN(C(=O)COc2ccc3c(c2)OCO3)C1 (stereo unspecified)
6: O=C(CSc1ccc(-c2ccccn2)nn1)Nc1ccccc1

screen / no.,1,2,3,4,5,6
Pf growth 96h,?,?,.,2%,62%[activator],?
HCV inhibitor,?,6%,8%,-13%,1%,?
LmPK inh,-3%,1%,2%,0%,-11%,-2%
Sm TGR block,-103%,-17%,-10%,-3%,-9%,1%
TbPYK inhibitor,-2%,-13%,3%,-1%,-8%,-6%
Pf growth 48h,?,-34%,46%[activator],-19%,42%[activator],-22%

7: Cc1cc(Cl)c(S(=O)(=O)NCCC(=O)O)cc1OCC(N)=O
8: CS(=O)(=O)c1ccc(C(=O)Nc2ccccc2N2CCOCC2)c(Cl)c1
9: CCN(CC)S(=O)(=O)c1cc([N+](=O)[O-])ccc1NNC(=O)Nc1ccc(Cl)c(Cl)c1
10: CCN(C(=O)CN1C(=O)c2ccc([N+](=O)[O-])cc2C1=O)C1CCS(=O)(=O)C1 (stereo unspecified)
11: CCCCSc1nc(O)c(C2OC(=O)c3c2ccc(OC)c3OC)c(=O)n1-c1ccccc1 (stereo unspecified)
12: C=C(C)CSc1nc2c(cc1C#N)CCC2

screen / no.,7,8,9,10,11,12
Pf growth 96h,?,-15%,-98%,3%,-13%,15µM*
HCV inhibitor,1%,-10%,?,8%,16%,?
LmPK inh,-4%,10%,-2%,.,4%,-22%
Sm TGR block,-1%,47%[activator],-13%,0%,8.9µM*,4%
TbPYK inhibitor,-1%,-5%,5%,5%,-14%,1%
Pf growth 48h,-16%,15%,.,59%[activator],.,-3%

13: COC(C[C@H](O)C[C@@H](O)[C@@H](C)OCc1ccccc1)OC
14: Cc1nnsc1-c1onc(C)c1C(=O)Nc1cc(Cl)cc(Cl)c1
15: Cc1nc2c(-c3ccc(F)cc3)c(C)nn2c(C)c1CCC(=O)N1CCOCC1
16: CCCCn1c(N)c(N(CC(C)C)C(=O)c2ccc(-c3ccc(Cl)cc3)o2)c(=O)[nH]c1=O
17: O=Nc1ccc(NOC(=O)c2ccc(Br)cc2)cc1
18: Cc1cc2c(=O)n(C)c(SCC(=O)Nc3ccccc3)nc2s1

screen / no.,13,14,15,16,17,18
Pf growth 96h,93%[activator],?,?,?,-12%,38%[activator]
HCV inhibitor,27%,?,-2%,?,.,-19%
LmPK inh,-1%,0%,4%,.,-25%,3%
Sm TGR block,8%,3%,5%,?,7%,-8%
TbPYK inhibitor,0%,-6%,0%,4%,.,1%
Pf growth 48h,0%,?,.,17%,3%,?

19: CCc1cc(=O)oc2cc(C)cc(OCC(=O)NCc3ccncc3)c12
20: COc1ccc(-c2cc(C(=O)NCC3CCCO3)on2)cc1OC (stereo unspecified)
21: CC(C(=O)Nc1ccc([N+](=O)[O-])cc1)N1CCN(C/C=C/c2ccccc2)CC1 (stereo unspecified)
22: CC1CC(NC2=NCCS2)CC(C)(C)C1 (stereo unspecified)
23: CC(C)c1ccc([N+](=O)[O-])cc1S(=O)(=O)N1CCN(C)CC1
24: CC(NC(=O)Nc1ccc(F)cc1)C(c1cccs1)N1CCCC1 (stereo unspecified)

screen / no.,19,20,21,22,23,24
Pf growth 96h,-12%,?,?,?,1%,?
HCV inhibitor,16%,-9%,?,-13%,7%,10%
LmPK inh,5%,-4%,1%,-5%,5%,-3%
Sm TGR block,0%,-3%,-3%,0%,4%,-7%
TbPYK inhibitor,6%,-6%,0%,-1%,-5%,0%
Pf growth 48h,-1%,13%,-15%,?,?,4%

Looked up above.
For TbPYK inhibitor, CC(C)c1ccc([N+](=O)[O-])cc1S(=O)(=O)N1CCN(C)CC1 has -5%
For Pf growth 48h, CC1CCCN(C(=O)COc2ccc3c(c2)OCO3)C1 (stereo unspecified) has 42%[activator]
For LmPK inh, COc1cc2c(cc1OC)/C(=C/C(=O)c1ccc(NC(C)=O)cc1)NCC2 has 0%
For TbPYK inhibitor, Cc1nnsc1-c1onc(C)c1C(=O)Nc1cc(Cl)cc(Cl)c1 has -6%
For HCV inhibitor, CCN(C(=O)CN1C(=O)c2ccc([N+](=O)[O-])cc2C1=O)C1CCS(=O)(=O)C1 (stereo unspecified) has 8%
For TbPYK inhibitor, CCCCn1c(N)c(N(CC(C)C)C(=O)c2ccc(-c3ccc(Cl)cc3)o2)c(=O)[nH]c1=O has 4%

The list goes on.
25: Cn1c(=O)[nH]c(=O)c2c1nc(N1CCN(CCO)CC1)n2Cc1ccccc1
26: COc1ccc(C(=O)N[C@H](C(=O)OCc2cc(=O)oc3cc(C)ccc23)C(C)C)cc1
27: COc1ccc(CN2CC(C(=O)NCCCN3CCN(C)CC3)CC2=O)cc1 (stereo unspecified)
28: CC1=C(C)C(C)=C(C#N)C(=C(C#N)C#N)N1
29: O=C(CCN1CCN(Cc2ccccc2)CC1)NNC(=O)Nc1cccc(C(F)(F)F)c1
30: COc1ccc(C2/C=C\CN(C(=O)C3CCCC3)[C@H](Cc3ccccc3)C(=O)N2Cc2ccc(F)cc2)cc1 (stereo partly specified)

screen / no.,25,26,27,28,29,30
Pf growth 96h,?,3%,.,7%,46%[activator],10µM*
HCV inhibitor,7%,-2%,5%,8%,-20%,-15%
LmPK inh,0%,7%,5%,-16%,7%,0%
Sm TGR block,4%,-7%,-13%,-31%,?,-4%
TbPYK inhibitor,-16%,8%,-3%,-3%,1%,9%
Pf growth 48h,-2%,-4%,.,2%,-28%,8.3µM*

31: COCCN=c1scc(-c2ccc3c(c2)NC(=O)CO3)n1/N=C(\C)c1ccc(O)cc1
32: Cc1ccc(NC(=O)CSc2nnnn2C2CCCC2)cc1S(=O)(=O)N1CCOCC1
33: CC(C)(C)OC(=O)N[C@@H](Cc1ccccc1)C(=O)N1CCC(C(=O)N[C@@H](CCC(N)=O)C(=O)O)CC1
34: CN1CCN(c2nc3c(c(=O)n(C)c(=O)n3C)n2CCSc2nc3ccccc3s2)CC1
35: COc1ccc(S(=O)(=O)N2CCOCC2)cc1NC(=O)c1ccc(=O)[nH]c1
36: O=C(CNCC1CCCO1)Nc1ccccc1N1CCCCCC1 (stereo unspecified)

screen / no.,31,32,33,34,35,36
Pf growth 96h,?,8.3µM*,1%,-4%,10%,-7%
HCV inhibitor,?,1%,12%,19%,13%,-4%
LmPK inh,4%,.,-1%,3%,.,-3%
Sm TGR block,0%,-13%,1%,7%,0%,4%
TbPYK inhibitor,-5%,0%,-8%,2%,1%,-1%
Pf growth 48h,10µM*,?,10%,-3%,?,?

37: CC(=O)c1c2c3c(cccc3n(C)c1=O)C(=O)c1ccccc1-2
38: COc1cc(/C=N\N=C2/SC(CC(=O)O)C(=O)N2c2ccc(O)cc2)ccc1O (stereo unspecified)
39: Cc1cc(=O)n2nc(-c3ccccc3)sc2n1
40: O=C(N/N=C/C=C\c1ccccc1[N+](=O)[O-])c1cc(-c2ccccc2)nc2ccccc12
41: Cc1nc2ccccc2n1CC(=O)c1ccccc1
42: COc1ccc(NC(=O)C2C3CCC(O3)C2C(=O)O)c(OC)c1 (stereo unspecified)

screen / no.,37,38,39,40,41,42
Pf growth 96h,-17%,0%,.,-7%,?,?
HCV inhibitor,3%,10%,-3%,?,1%,-4%
LmPK inh,3%,1%,-27%,-1%,-5%,-1%
Sm TGR block,8.9µM*,-16%,0%,-2%,-25%,7%
TbPYK inhibitor,-3%,-4%,-1%,-5%,-8%,-2%
Pf growth 48h,8%,0%,101%[activator],?,-3%,-3%

43: Cc1ccc(C(=O)NC2CCN(CC(=O)Nc3cccc([N+](=O)[O-])c3)CC2)cc1
44: CC(=O)Nc1ccc(S(=O)(=O)Nc2nc3ccccc3s2)cc1
45: NCCCn1c(C(=O)c2cc(Cl)c(N)c(Cl)c2)c2ccccc2[n+]1[O-]
46: O=C(OCc1nnc(-c2ccccc2)o1)c1cn(-c2ccccc2)nc1-c1ccccc1
47: CCc1cccc(CC)c1NC(=S)Nc1ccc2cn[nH]c2c1
48: N#Cc1c(SCc2ccc(Cl)cc2)sc(C(=O)c2ccccc2)c1N

screen / no.,43,44,45,46,47,48
Pf growth 96h,-27%,.,?,112%[activator],31%[activator],?
HCV inhibitor,?,-15%,?,11µM*,0%,-15%
LmPK inh,-6%,5%,.,0%,3%,7%
Sm TGR block,0%[57.1 µM],-13%,35µM*,10%,-14%,0%
TbPYK inhibitor,7%,-4%,-3%,1%,3%,-9%
Pf growth 48h,-12%,10%,?,?,-11%,1%

49: O=[N+]([O-])c1ccccc1N/N=C/c1ccc2c(c1)OCO2
50: CCC(=NCc1cccnc1)c1c(O)n(-c2ccccc2)c(=O)[nH]c1=O
51: CNC(=O)c1sc(-c2cccnc2)nc1C
52: COc1cc(OC)c2c(-c3ccccc3)cc(=O)oc2c1C(CCN1CCCC1)c1ccc2c(c1)OCO2 (stereo unspecified)
53: Cc1[nH]nc2c1C(c1cn[nH]c1-c1ccc(F)cc1)C(C#N)=C(N)O2 (stereo unspecified)
54: CCc1ccc(/C=C2\SC(=S)N(CCCC(=O)Nc3ccccc3C(=O)O)C2=O)cc1

screen / no.,49,50,51,52,53,54
Pf growth 96h,215%[activator],-6%,71%[activator],8.3µM*,0%,17µM*
HCV inhibitor,-2%,-3%,3%,44%[activator][8.37 µM],-7%,1%
LmPK inh,?,-4%,-4%,5%,-3%,-8%
Sm TGR block,.,-2%,4%,-8%,-7%,7%
TbPYK inhibitor,-21%,1%,2%,7%,-10%,8%
Pf growth 48h,127%[activator],18%,34%[activator],?,32%[activator],-3%

Three structures from above, sorted by formula weight, lowest first:
51: CNC(=O)c1sc(-c2cccnc2)nc1C
49: O=[N+]([O-])c1ccccc1N/N=C/c1ccc2c(c1)OCO2
52: COc1cc(OC)c2c(-c3ccccc3)cc(=O)oc2c1C(CCN1CCCC1)c1ccc2c(c1)OCO2 (stereo unspecified)

screen / no.,51,49,52
Pf growth 96h,71%[activator],215%[activator],8.3µM*
HCV inhibitor,3%,-2%,44%[activator][8.37 µM]
LmPK inh,-4%,?,5%
Sm TGR block,4%,.,-8%
TbPYK inhibitor,2%,-21%,7%
Pf growth 48h,34%[activator],127%[activator],?

Continuation.
55: CCNC(=S)N1CCN(CC(=O)Nc2ccc(Br)cc2)CC1
56: CC(=O)c1c(C)[nH]c(C(=O)OCc2cccc(C)c2)c1C
57: N#Cc1c(-c2ccc(Cl)cc2)ccn2nc(C3CCCCC3)nc12
58: CCN1CCN(Cc2nc3ccc([N+](=O)[O-])cc3c(=O)n2-c2ccccc2F)CC1
59: CSc1cccc(NC(=O)CN(C)S(=O)(=O)c2ccc(C)cc2)c1
60: COC(=O)c1ccc(C)c(NC(=O)C2CC(=O)N(C3CCCC(C)C3C)C2)c1 (stereo unspecified)
61: O=C(COC(=O)C1CCCC1)Nc1ncc(Cl)cc1Cl
62: CN1CCN(C(c2ccc(C(F)(F)F)cc2)c2ccc3cccnc3c2O)CC1 (stereo unspecified)
63: Cc1sc(N)nc1-c1ccc(Oc2ccccc2)cc1

screen / no.,55,56,57,58,59,60,61,62,63
Pf growth 96h,39%[activator],103%[activator],.,28%,59%[activator],0%,30%[activator],?,?
HCV inhibitor,?,16µM*,14%,5%,-11%,?,-1%[8.37 µM],11µM*,14µM*
LmPK inh,0%,-2%,2%,0%,-1%,.,.,0%,2%
Sm TGR block,9%,1%,-10%,-35%,2%,-10%,-15%,0.32µM*,16%
TbPYK inhibitor,-6%,-1%,-10%,2%,-3%,1%,0%,38%[activator],1%
Pf growth 48h,-1%,46%[activator],38%[activator],-15%,-11%,-12%,10%,?,63%[activator]

The order is random, and some 16% of all compounds hit somewhere here.
